Vif-APOBEC3F blk: Vif-A3F binding inhibition; 390,000 compounds, 0.2% hits; Potency, µM (series often up to 46.1 µM), for the others: at the highest dose activity, negative = active; AID 602313; HeLa A3F-eYFP + Vif (tagged APOBEC3F with the HIV-1 protein that degrades it), YFP fluorescence increase; further: potency means the concentration at half of the fitted maximal effect; % of control where 0% means no effect; nearly all actives have a fitted effect of over 65% in size
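Fluorescence increase (Ex 488/Em 500-530) after overnight compound treatment at 37 deg C flags inhibition of Vif-driven A3F-eYFP loss in stable HeLa A3F-eYFP/Vif cells seeded overnight beforehand.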
Vif-A3G inh: inhibitors of Vif-APOBEC3G interaction; HeLa A3G-eYFP + Vif (tagged APOBEC3G with the HIV-1 protein that degrades it), YFP fluorescence, overnight; 410,000 compounds, 0.076% hits; AID 602310; Q9HC16; Potency, µM (highest dose often 46.1 µM), for the others: top-dose activity, negative = active, most hits filed as inhibitors;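 further: potency means the concentration at half of the fitted maximal effect; on the % scale 0 is the no-effect control and ±100 the full control effect; nearly all actives have a fitted effect of over 60% in size; hits raise eYFP signal because A3G escapes Vif-driven loss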
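HeLa cells stably expressing Vif and C-terminally eYFP-tagged A3G, seeded overnight at 37 deg C, then exposed to compound by pintool overnight at 37 deg C. Rise in yellow fluorescence (Ex 488/Em 500-530, Acumen) marks blocked Vif-driven A3G degradation.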
RXFP1 antagonist: blocks the human relaxin receptor RXFP1. AID 1259400. HEK293-RXFP1, relaxin-stimulated cAMP HTRF, 30 min; stronger effect = lower value. 350,000 compounds, 0.59% hits. activity change, negative = inhibition, % at 57.5 µM;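 active means activity change of -60% or lower, but not beyond a set lower limit; inconclusive means change between -60% and -40%, or beyond the set limit; inactive means change above -40%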; further: on the % scale 0 is the no-effect control and ±100 the full control effect
Target sequence (Q9HBX9 whole entry, looked up): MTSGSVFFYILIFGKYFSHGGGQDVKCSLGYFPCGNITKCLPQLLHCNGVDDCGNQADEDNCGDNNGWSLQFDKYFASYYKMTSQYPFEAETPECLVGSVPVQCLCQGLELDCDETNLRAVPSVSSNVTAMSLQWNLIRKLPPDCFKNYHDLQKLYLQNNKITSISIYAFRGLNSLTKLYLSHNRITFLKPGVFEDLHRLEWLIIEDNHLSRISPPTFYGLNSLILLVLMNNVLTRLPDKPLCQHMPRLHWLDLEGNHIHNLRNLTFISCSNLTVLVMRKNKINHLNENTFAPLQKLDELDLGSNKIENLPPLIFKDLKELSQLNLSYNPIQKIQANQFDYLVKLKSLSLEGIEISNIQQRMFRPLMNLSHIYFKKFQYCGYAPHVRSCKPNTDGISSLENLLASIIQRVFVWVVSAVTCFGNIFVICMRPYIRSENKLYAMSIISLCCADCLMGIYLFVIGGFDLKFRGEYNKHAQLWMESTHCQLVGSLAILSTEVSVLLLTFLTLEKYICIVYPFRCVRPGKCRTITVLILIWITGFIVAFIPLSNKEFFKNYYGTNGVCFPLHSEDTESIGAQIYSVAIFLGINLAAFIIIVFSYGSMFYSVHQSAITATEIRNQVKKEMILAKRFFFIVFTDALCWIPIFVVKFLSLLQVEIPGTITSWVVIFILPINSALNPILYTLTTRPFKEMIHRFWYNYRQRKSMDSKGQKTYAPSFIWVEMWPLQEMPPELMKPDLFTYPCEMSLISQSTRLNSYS
D1 antag: blocks dopamine activation of the human D1 receptor; HEK293 TREx D1 cells, calcium flux, dopamine EC80; stronger effect = lower value; activity change, negative = inhibition, % at 10 µM; 360,000 compounds, 3.2% hits; AID 504652; in the data active means activity change below about -30%; further: on the % scale 0 is the no-effect control and ±100 the full control effect
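Kinetic fluorescence of a calcium dye serves as the read-out. D1-expressing Hek293 Trex cells, induced overnight at 30 C, are exposed to compound for 180 s before an EC80 dopamine addition, then read 180 s further.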
D1 PAM: potentiators of human D1 dopamine receptor; potentiation, % at 10 µM; HEK293 TREx D1 cells, calcium flux, dopamine EC20 potentiation; 360,000 compounds, 0.036% hits; P21728; in the data active means potentiation above about 30%; further: 0% is about no effect
D1 agonist: activates the human D1 dopamine receptor. AID 504660. HEK293 T-REx D1 cells, calcium flux, agonist mode. activation, % at 2 µM. 360,000 compounds, 1% hits. P21728; in the data active means activation above about 30%; further: 0% is about no effect
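Inducible HEK293 T-REx D1 cells, force-coupled to calcium signalling, were plated at 4000 cells/well with tetracycline and held overnight at 30 C. After no-wash calcium dye loading, compound-evoked calcium rise over 180 s flagged agonists.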
D2 PAM: positive allosteric modulators of human D2 dopamine receptor; 340,000 compounds, 0.34% hits; HEK293 T-REx D2, calcium flux, EC20 dopamine potentiation; potentiation, % at 10 µM; AID 485347;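 active means potentiation over 3 SD above the plate norm, cut at about 30% in these data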; further: 0% is about no effect
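Potentiation of an EC20 dopamine calcium response measured kinetically over 180 s, after a preceding 180 s compound-only read flagging agonists. Cells: inducible Hek293 Trex D2 line, 4000/well, cultured overnight at 30 C before dye loading.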
RXFP1 agonist: activates the human relaxin receptor RXFP1. Q9HBX9. AID 2676. HEK293T-RXFP1 cAMP TR-FRET, 30 min; response scale: percent of porcine relaxin response, buffer zero. 370,000 compounds, 0.3% hits. Potency, µM (titrated, usually from 57.5 µM), inactives show at the highest dose activation, hits mostly activators; further: potency means the concentration at half of the fitted maximal effect; on the % scale 0 is the no-effect control and ±100 the full control effect; nearly all actives have a fitted effect of over 60% in size; many of its hits are not listed in these tables
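cAMP rise read by TR-FRET after 30 min, 37C compound exposure (up to 58 uM) in RXFP1-transfected HEK293 cells with Ro 20174 present. EC50 from Hill-equation fits, with 29 nM porcine relaxin as 100% and buffer as basal.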
Glioma ERSR ind: induces the endoplasmic reticulum stress response in human glioma cells; U87-MG GRP78 promoter luciferase reporter, 16 h; Potency, µM, inactives show at the top dose activation, hits mostly activators; 420,000 compounds, 0.02% hits; further: potency means the concentration at half of the fitted maximal effect; series mostly up to about 76 µM; % of control where 0% means no effect; nearly all actives have a fitted effect of over 35% in size
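ERSR induction read as luciferase luminescence (Bright-Glo, 10 min at room temperature) in stably transfected human U87-MG glioma cells exposed to compounds for 16 h, using GRP78 as sensor.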
* hit, by the source's call; ? = inconclusive; nt = not tested or not shown; & = joins results of further samples. Unless noted, the call rests on the fitted dose curve; in most records, active means well fitted curve in the direction sought with a large enough effect; inconclusive means small, poorly fitted or top-dose-only effect, or another doubt; inactive means no such curve, though single readings can be large; an effect the other way counts as inactive or inconclusive. Only part of the results is shown (hit frequency here may not be typical).

SMILES	Vif-APOBEC3F blk	Vif-A3G inh	RXFP1 antagonist	D1 antag	D1 PAM	D1 agonist	D2 PAM	RXFP1 agonist	Glioma ERSR ind
O=C(N/N=C/c1ccccc1)c1c(O)c2ccccc2[nH]c1=O	-11.7%	2.6%	-0.7	5.3	-3.8	2.5	9.4	-1.0%	-2.0%
CC1(C)CC(=O)C=C(c2cn[nH]n2)C1	-3.2%	3.6%	4.8	nt	nt	nt	nt	nt	-2.6%
COc1cc2oc3ccccc3c(=O)c2cc1OC	-1.5%	4.1%	8.9	-11.7	1.8	-0.5	-4.0	8.5%	2.9%
CCOC(=O)c1cc(Sc2ccccc2N)cc(C(=O)OCC)n1	-16.0%	-1.9%	-20.6	-8.7	-1.9	5.3	nt	0.8%	0.1%
O=C(Nc1csc(Cc2c(Cl)cccc2Cl)n1)NN1CCOCC1	-8.1%	-5.1%	9.9	-11.9	-4.9	-0.1	-7.4	0.4%	-1.0%
O=C(NCCc1ccccc1)c1c2c(nc3ccccc13)C(=O)N(C1CCCCC1)C2	0.0%	-2.6%	?	12.3	-4.0	0.4	0.6	-2.9%	-0.9%
Cc1ccc(-c2nnc(NC(=O)c3c(F)cccc3Cl)s2)cc1	5.7%	5.8%	-1.8	6.8	-7.8	6.8	9.6	?	2.5%
CC/C(Cc1ccccc1)=N\NC(=O)c1cc(C)oc1C	-5.8%	-2.9%	-3.9	-3.5	-6.2	1.2	2.6	0.4%	2.9%
O=C(COc1ncnc2ccc(Br)cc12)NC1CCCC1	-4.6%	0.9%	-6.0	-12.7	-3.6	2.0	6.1	2.5%	-0.7%
CC1=C(C(N)=O)C(c2ccccn2)n2nc(SCc3ccccc3)nc2N1 (stereo not drawn)	1.8%	-7.6%	2.5	10.5	-8.0	-0.2	nt	0.8%	0.5%
CCS(=O)(=O)N1Cc2ccccc2CC1C(=O)OCC(=O)Nc1ccc(C)cc1 (stereo not drawn)	2.4%	0.2%	-6.7	-7.8	1.5	7.6	1.6	-2.2%	4.0%
O=C1CCN(Cc2ccc(Br)cc2)CCN1[C@H](CO)c1ccccc1	6.8%	-2.4%&1.8%	nt	1.7	-3.0	1.4	2.0	2.4%	-2.4%&-1.2%
COc1ccc(NC(=O)NCC(C)CSc2ccc(C)cc2)c(OC)c1 (stereo not drawn)	-7.5%	-0.7%	8.7	-12.2	-6.3	0.6	3.6	-0.7%	-2.6%
Cc1cc(C)cc(OCC(=O)Nc2ccc(-n3cnnn3)cc2)c1	-1.5%	-0.7%	-3.1	-5.4	-1.6	2.1	1.7	1.7%	-3.6%
Cc1ccc(S(=O)(=O)N2CCN(C(=O)CCCN3C(=O)NC4(CCCC4)C3=O)CC2)cc1C	2.1%	4.1%	0.6	-1.6	11.0	1.4	1.0	-1.0%	-3.0%
CC(=O)N1CCCc2cc(S(=O)(=O)N3CCC(C(=O)NCCC(C)C)CC3)ccc21	-1.2%	1.0%	-4.4	9.2	-2.4	0.2	9.5	-0.7%	-5.1%
COc1cc([N+](=O)[O-])cc(CN2CCCCC2)c1O	-2.1%	-0.5%	5.0	-29.4	-10.2	1.6	-9.4	-0.4%	-2.6%
O=C(NCCC1=CCCCC1)c1cc2c(s1)CS(=O)(=O)C2	-7.1%	-3.9%	-0.3	-1.5	-3.0	-2.0	-6.9	-0.6%	0.3%
CCC(=O)Nc1cc2nn(-c3ccc(OC)cc3)nc2cc1C	10.3%	2.7%	4.2	-3.6	-3.4	2.5	-8.8	2.9%	7.7%
Cc1ccc(NC(=O)Nc2cccc(C)n2)c(C)c1	2.0%	-1.9%	15.0	-3.2	-0.8	3.3	-7.7	3.6%	3.9%
COC(=O)c1cc2sc(C)cc2n1Cc1cccc(OC)c1	nt	nt	-12.8	-12.3	-6.2	3.9	-4.8	-0.1%	nt
CC(C)(O)C1Cc2cc(/C=C/C(=O)O)c(O)cc2O1 (stereo not drawn)	-11.1%	?	-4.7	4.5	-5.8	4.2	0.2	-2.2%	-3.5%
COc1ccc(NC(=O)Cc2csc(NC(=O)Nc3ccccc3OC)n2)cc1	-14.4%	?	1.4	nt	nt	nt	nt	nt	-3.7%
CCCC(C)c1nnc(NC(=O)CN2C(=O)c3ccccc3C2=O)s1 (stereo not drawn)	3.9%	1.5%	1.7	21.1	-4.0	1.6	9.9	3.0%	-5.3%
Cc1ccc(-n2c(=O)c3ccc(C(=O)NCc4ccccc4Cl)cc3n(CC(=O)Nc3ccc(C)cc3C)c2=O)cc1	-1.1%	-0.1%	nt	-17.4	2.4	2.2	-3.0	9.6%	-2.5%

As a working copy, some entries already given.
SMILES	Vif-APOBEC3F blk	Vif-A3G inh	RXFP1 antagonist	D1 antag	D1 PAM	D1 agonist	D2 PAM	RXFP1 agonist	Glioma ERSR ind
O=C(N/N=C/c1ccccc1)c1c(O)c2ccccc2[nH]c1=O	-11.7%	2.6%	-0.7	5.3	-3.8	2.5	9.4	-1.0%	-2.0%
CC1(C)CC(=O)C=C(c2cn[nH]n2)C1	-3.2%	3.6%	4.8	nt	nt	nt	nt	nt	-2.6%
COc1cc2oc3ccccc3c(=O)c2cc1OC	-1.5%	4.1%	8.9	-11.7	1.8	-0.5	-4.0	8.5%	2.9%

The results go on:
SMILES	Vif-APOBEC3F blk	Vif-A3G inh	RXFP1 antagonist	D1 antag	D1 PAM	D1 agonist	D2 PAM	RXFP1 agonist	Glioma ERSR ind
Cc1ccc(C(=O)O)cc1NC(=O)C1CCCN1S(=O)(=O)c1cccc2nsnc12 (stereo not drawn)	2.0%	0.6%	nt	6.8	nt	-0.5	19.8	-1.1%	-1.4%
O=c1cc(C(O)C[N+](=O)[O-])occ1OCc1ccccc1 (stereo not drawn)	0.1%	-0.2%	5.8	nt	nt	nt	nt	nt	-11.3%
O=C(O)c1cccnc1Sc1ccc(Cl)cc1	6.8%	3.1%	-10.3	10.4	8.7	0.8	-4.5	-0.2%	-4.5%
CCOc1ccc(C(=O)Nc2ccc3nn(-c4ccc(OC)c(Cl)c4)nc3c2)cc1	0.7%	0.6%	nt	6.4	-2.1	4.0	3.8	0.2%	-0.8%
COC(=O)c1c(NC(=O)c2c(C)noc2C)sc2c1CCCCCC2	nt	nt	nt	-22.8	8.0	3.6	16.0	8.0%	nt
CCS(=O)(=O)c1ccc2oc(SCC(=O)c3ccco3)nc2c1	-8.8%	-5.8%	-11.6	-4.2	-2.1	2.9	2.5	-2.9%	-1.0%
COc1cc(NC(=O)COCc2cc(-c3ccc(F)cc3)on2)cc(OC)c1OC	-0.9%	0.6%	-23.2	-8.9	-4.0	7.5	1.4	-2.1%	-5.2%
Cc1ccccc1NC(=O)c1ccc(OCc2c(C)noc2C)cc1	-21.9%	-23.6%	-5.3	1.1	6.2	1.2	0.6	-0.8%	1.8%
COc1cccc(C(=O)NCCS(=O)(=O)NC(C)CCc2ccccc2)c1 (stereo not drawn)	-9.8%	-0.3%	-5.7	-11.9	-0.3	0.4	-1.2	0.2%	-2.1%
Cc1cccc(C(=O)N2CCc3c([nH]c4ccccc34)C2CC(C)C)n1 (stereo not drawn)	9.9%	1.3%	-10.0	10.7	-0.6	-0.4	0.3	2.1%	2.8%
CN(CCc1ccccn1)C(=O)c1ccc(OC2CCN(CCc3ccccc3)CC2)cc1	-5.8%	1.3%	-9.2	-2.4	-6.4	2.8	-5.0	3.2%	13.2%
COc1ccc(NC(=O)CN(C)C(=O)c2ccc3c(c2)NC(=O)CS3)cc1	-3.4%	-0.4%	0.7	-4.0	-0.6	-1.0	nt	-3.8%	-2.5%
O=C(C/C=N/OCc1c(Cl)cccc1Cl)c1ccc(Cl)cc1	5.0%	-8.8%	-1.4	-26.8	-4.5	4.2	2.5	0.7%	-0.4%
COC(=O)c1cc(Br)c(=O)n(-c2cc(C)on2)c1	-2.9%	1.8%	1.2	4.4	-5.8	0.4	-8.5	17.2%	-2.1%
Cc1ccccc1OCc1nc(-c2ccc(-n3cccc3)cc2)no1	-0.4%	-0.5%	nt	-11.8	-4.5	13.2	7.4	1.9%	-3.1%
O=C(N/C(=C/c1ccco1)C(=O)N1CCCC1)c1cccs1	-4.7%	1.5%	3.7	-10.5	-1.7	-0.8	13.3	0.2%	-2.9%
CC1CCCCC1NC(=O)C1CCN(C(=O)c2sccc2-n2cccc2)CC1 (stereo not drawn)	-0.1%	2.0%	0.1	2.7	-1.0	2.2	4.5	-1.4%	-3.3%
Cc1nc(C)c(CCNS(=O)(=O)c2ccc(F)cc2)s1	-3.4%	3.1%	nt	-9.3	-1.0	5.9	-2.6	-1.0%	-2.3%
O=C(Nc1c2c(nn1-c1cccc(Cl)c1)CS(=O)C2)c1ccc2c(c1)OCO2 (stereo not drawn)	3.1%	-3.3%	-8.5	-36.1*	-2.9	3.2	-1.7	0.3%	0.8%
COC(=O)c1ccsc1NC(=O)CCS(=O)(=O)c1ccccc1	4.3%	-12.9%	5.5	-2.4	-4.0	9.9	-9.5	5.3%	-4.3%
C=CCNC(=O)CN1C2CCCC1CC(NC(=O)c1ccccc1C)C2 (stereo not drawn)	-1.3%	-1.3%	13.6	-12.3	-4.2	1.5	40.8*	-0.2%	-4.7%
COc1ccccc1C(=O)NC(=S)Nc1ccc(N2CCOCC2)c(Cl)c1	1.7%	3.7%	2.5	7.5	-3.1	3.2	nt	0.9%	1.0%
COc1ccc(CCN2C(=O)CSC2c2cccc([N+](=O)[O-])c2)cc1OC (stereo not drawn)	-3.4%	4.3%	-8.1	-30.2*	-4.3	-1.8	-1.6	0.7%	-3.1%
CSc1ccc(-c2nc(CSCC(=O)N3CCOCC3)c(C)o2)cc1	3.9%	0.6%	-10.7	0.8	4.7	4.8	1.7	2.0%	-0.8%
Cc1ccc(OCC(=O)Nc2ccc(S(=O)(=O)N(C)C3CCN(C)CC3)cc2)c(C)c1	1.1%	-3.8%	0.7	-24.0	-11.4	19.7	-13.9	-1.8%	-3.2%
O=C(O)Cn1c(=O)n(Cc2ccccc2)c2ccccc21	2.1%	-0.7%	-2.3	-10.0	-5.9	3.6	10.1	0.7%	-3.2%
COc1cccc(CNC(=O)CCC(=O)N2CC(C)Sc3ccccc32)c1 (stereo not drawn)	3.9%	7.1%	6.5	2.4	-3.7	0.3	2.7	0.4%	-3.3%
